Bioassay records deposited in PubChem by several laboratories.
HIF-2a inh = blocks HIF-2a reporter activity. 786-0 RCC cells HIF-2a reporter, luciferase luminescence, overnight. inhibition, % at 18.8 µM. actives 0.72% (n = 360,000). AID 624352;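 active means inhibition of the luminescence signal of 40% or more relative to plate controls, in a single-dose primary screen at 18.75 µM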
Peg3 prom inh = Peg3 promoter activity inhibition | actives 1.7% (n = 360,000) | inhibition, % at 20 µM | HeLa PEG-Prom luciferase reporter, luminescence, overnight;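 active means inhibition of at least 50% at 20 µM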
iPSC survival up = enhancers of human iPSC single-cell survival; survival enhancement, % at 20 µM; hiPSC single-cell survival, ATPlite luminescence; 100% = ROCK inhibitor wells, 0% = DMSO; actives 0.044% (n = 360,000); in the data active means survival enhancement above about 18%;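 further: cells exposed to compounds for 16 hours before the ATP read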
NR2E3 ag-1 = activates human NR2E3 receptor; Q9Y5X4; CHO-S Gal4-NCOR/VP16-NR2E3 two-hybrid, luciferase; inhibition of corepressor binding, % at 3.98 µM; actives 0.35% (n = 360,000); AID 602229;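 active means inhibition above the mean of all tested compounds plus 3 SD, cut at about 70% in these data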;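 further: 0% = DMSO with NR2E3 transfected cells and 100% = cells lacking NR2E3 construct; higher means lower luciferase signal from less NR2E3 corepressor binding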
PDI inh = blocks human protein disulfide isomerase activity; AID 588391; actives 0.052% (n = 350,000); PDI insulin aggregation turbidity, A650, 90 min; P07237; inhibition, % at 10 µM;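 active means mean inhibition across replicates of 30% or more, whatever share of single replicates reach that level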;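 further: absorbance from insulin aggregation driven by PDI reduction with DTT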
Target sequence (P07237 whole entry, looked up): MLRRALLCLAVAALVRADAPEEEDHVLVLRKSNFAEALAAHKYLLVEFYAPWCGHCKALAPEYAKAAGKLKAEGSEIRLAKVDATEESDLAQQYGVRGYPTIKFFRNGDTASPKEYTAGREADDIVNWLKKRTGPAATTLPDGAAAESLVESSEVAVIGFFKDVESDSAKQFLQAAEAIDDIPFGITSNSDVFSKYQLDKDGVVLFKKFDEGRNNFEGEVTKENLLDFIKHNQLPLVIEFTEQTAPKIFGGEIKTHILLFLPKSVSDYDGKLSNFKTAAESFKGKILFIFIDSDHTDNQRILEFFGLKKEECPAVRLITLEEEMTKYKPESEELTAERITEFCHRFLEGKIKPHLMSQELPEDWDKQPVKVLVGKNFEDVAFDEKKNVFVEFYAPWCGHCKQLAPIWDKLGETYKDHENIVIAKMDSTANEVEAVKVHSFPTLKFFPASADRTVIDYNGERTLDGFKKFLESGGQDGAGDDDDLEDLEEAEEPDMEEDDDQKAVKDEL
HTR2A ag = agonists of mouse serotonin 5-HT2A receptor (HTR2A) | CHO-K1 mHTR2A beta-arrestin complementation, luminescence; percent of 30 µM serotonin response | activation, % at 7.6 µM | actives 0.66% (n = 360,000) | AID 624169;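 active means activation above a run cutoff, the mean activation of all tested compounds plus 3 SD, cut at about 14% in these data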;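 further: 0% = plate median of compound wells and 100% = 30 µM serotonin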
Target sequence (P35363 whole entry, looked up): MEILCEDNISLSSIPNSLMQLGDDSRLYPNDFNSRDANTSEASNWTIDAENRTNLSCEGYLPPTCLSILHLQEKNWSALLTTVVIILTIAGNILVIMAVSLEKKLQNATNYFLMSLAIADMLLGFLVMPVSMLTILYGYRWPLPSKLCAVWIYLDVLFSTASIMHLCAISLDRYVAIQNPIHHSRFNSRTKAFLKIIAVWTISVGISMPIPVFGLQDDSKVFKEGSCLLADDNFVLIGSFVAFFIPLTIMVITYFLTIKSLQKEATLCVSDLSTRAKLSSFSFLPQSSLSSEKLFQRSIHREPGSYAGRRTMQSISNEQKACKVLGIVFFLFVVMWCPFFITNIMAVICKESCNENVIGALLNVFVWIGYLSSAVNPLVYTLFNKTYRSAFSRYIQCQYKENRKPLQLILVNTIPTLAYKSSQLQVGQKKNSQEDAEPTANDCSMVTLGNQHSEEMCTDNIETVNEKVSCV
NR2E3 ag-2 = activates human photoreceptor nuclear receptor NR2E3. GST-NR2E3/biotin-RetCOR TR-FRET, 1536-well. AID 2300. inhibition of corepressor binding, % at 4.78 µM. actives 0.12% (n = 320,000). Q9Y5X4;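 active means percent inhibition above the cutoff of mean plus 3 SD of all tested compounds, set per screening campaign, cut at about 20% in these data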;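 further: 0% = DMSO wells and 100% = biotin wells as full block of FRET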
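System: GST-tagged NR2E3 plus biotinylated RetCOR corepressor; Amount: 1.35 nM GST-tagged NR2E3 final; Dosing: single nominal compound dose of 4.8 µM; Schedule: 5 h incubation at 4 °C; Technique: TR-FRET with europium anti-GST and streptavidin-D2, 340 nm excitation; Controls: biotin wells as high control, 0.6% DMSO wells as low control.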
TRPM1 prom inh = reduces MITF-dependent TRPM1 promoter luciferase signal; SK-MEL-5 TRPM1 promoter luciferase, 24 h; inhibition, % at 12.5 µM; actives 0.83% (n = 330,000);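 active means mean inhibition across replicates of 60% or more, whatever share of single replicates reaches that level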; further: values of inactives mirror those of a sister screen read the other way
Shn3 inh set2 = Schnurri-3 reporter inhibition in Clone20 osteoblasts. Clone20 osteoblast Shn3 3'UTR firefly luciferase, 24 h. inhibition, % at 12.5 µM. actives 0.52% (n = 360,000). AID 588674;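 active means mean inhibition of at least 75% with every replicate also reaching 75%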;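 further: 0% = median of neutral control wells and 100% = pilot-screen positive control compound; some compounds past the cut are filed as inactive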
H9c2 protect = myocardial damage modulation in H9c2 cells. H9c2 cardiomyocytes, H2O2 injury protection, ATPLite, 2 h. protection from H2O2 cell death, % at 20 µM. actives 0.63% (n = 360,000);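 active means compounds giving at least 50% protection of heart cells from peroxide-induced death in the single-dose screen, raw or plate-pattern-corrected value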;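 further: 0% = DMSO wells with peroxide and 100% = DMSO wells without peroxide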
CaV13 FRET inh = Disruptors of the CACNA1D IQ motif to Ca2+-dependent inactivation inhibitor domain association, primary screening, Förster resonance energy transfer in intact living …; HEK cells, CFP/YFP FRET ICDI-IQ, plate reader, 10 min; percent FRET-ratio fall versus neutral wells; inhibition, % at 12.3 µM; actives 0.098% (n = 340,000);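 active means mean replicate inhibition of at least 30% and at least 1% of replicates passing that level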;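 further: 0% = median of the neutral control wells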
* hit, by the source's call; x = no result given.

1: Cc1ncc(CN2CCC(CO)(CCc3ccccc3)CC2)s1
2: CSCC[C@H](NC(=O)c1nn(C)c(=O)c2ccccc12)c1nc2ccccc2[nH]1
3: Cc1ccc(-c2nc3ccc(Cl)cn3c2CC(C)(C)C)cc1
4: O=C(CSc1nnc(NC2CC2)s1)c1ccc[nH]1
5: COC(=O)c1cc(OC)c(OC)cc1NC(=O)CCc1ccc(C)o1
6: Cc1cccc(-n2c(SCCC(=O)O)nnc2-c2cccs2)c1C
7: CCCc1nnc(SCC(=O)N2CCCC(C)C2)n1CC1CCCO1 (stereo unspecified)
8: O=C(COC(=O)c1ccccc1NCCO)NCC1CCCCC1
entry no.,1,2,3,4,5,6,7,8
HIF-2a inh,4,-22,-15,-129,16,6,3,-96
Peg3 prom inh,9,-25,2,-152,6,5,4,-37
iPSC survival up,0.3,-2.2,-1.8,4.4,3.1,-0.5,8.2,-0.6
NR2E3 ag-1,-6,10,19,-83,-4,3,1,-50
PDI inh,4,-7,-7,12,3,-4,-3,-9
HTR2A ag,-3,-8,1,4,-5,0,1,1
NR2E3 ag-2,-5,0,x,x,-3,6,0,0
TRPM1 prom inh,6,-9,x,-47,-21,10,-5,-7
Shn3 inh set2,4,-16,-4,-74,16,6,5,-28
H9c2 protect,-4,6,-28,2,0,7,3,7
CaV13 FRET inh,1,-9,-7,-5,-4,0,x,-6

9: CN1CCc2c1nc1ccccc1c2N (tested in a mixture with another compound)
10: C=CCn1c(SCc2csc(C)n2)nc2scc(-c3ccc(C)o3)c2c1=O
11: Cc1cc2ccccc2n2c(SCC(=O)N3CCOCC3)nnc12
12: O=C(CCCn1c(=S)[nH]c2ccsc2c1=O)NCCc1ccccc1
13: C=CCN(Cc1nc(-c2ccccc2)no1)C(=O)c1ccoc1C
14: CN1C(=O)c2ccc(N(C)C)cc2C1=O
15: CCN(CC)C(=O)CN1CCC(n2c(C)nc3cc(C(F)(F)F)ccc32)CC1
16: Cc1ccc(C)c(NC(=O)c2cnc3n(c2=O)CCS3)c1
entry no.,9,10,11,12,13,14,15,16
HIF-2a inh,0,-15,10,-10,-6,-26,12,-147
Peg3 prom inh,-3,-9,6,-25,6,-16,14,-221
iPSC survival up,-0.4,-0.3,0.0,0.0,0.3,-1.5,-3.8,0.3
NR2E3 ag-1,-22,-17,-25,-1,-38,-2,16,-21
PDI inh,2,0,-3,-10,0,4,7,3
HTR2A ag,10,-7,3,-2,2,5,5,9
NR2E3 ag-2,0,0,1,1,0,-1,-1,3
TRPM1 prom inh,-1,9,2,1,4,-14,-3,-45
Shn3 inh set2,-6,-10,-17,-37,5,4,19,-35
H9c2 protect,13,-11,10,-3,-1,12,1,2
CaV13 FRET inh,-2,-7,-5,-2,-6,-5,-5,-7

Six compounds from above, reduced to Shn3 inh set2 and NR2E3 ag-2:
| entry | canonical_smiles | Shn3 inh set2 | NR2E3 ag-2 |
| --- | --- | --- | --- |
| 6 | Cc1cccc(-n2c(SCCC(=O)O)nnc2-c2cccs2)c1C | 6 | 6 |
| 7 | CCCc1nnc(SCC(=O)N2CCCC(C)C2)n1CC1CCCO1 (stereo unspecified) | 5 | 0 |
| 8 | O=C(COC(=O)c1ccccc1NCCO)NCC1CCCCC1 | -28 | 0 |
| 9 | CN1CCc2c1nc1ccccc1c2N (tested in a mixture with another compound) | -6 | 0 |
| 10 | C=CCn1c(SCc2csc(C)n2)nc2scc(-c3ccc(C)o3)c2c1=O | -10 | 0 |
| 11 | Cc1cc2ccccc2n2c(SCC(=O)N3CCOCC3)nnc12 | -17 | 1 |

Next section
17: CCOC(=O)N1CCN(C(=O)c2ccc(-n3c(C)ccc3C)cc2)CC1
18: C=CCOc1ccc(C2/C(=C(\O)c3c(C)[nH]c(C(=O)OC)c3C)C(=O)C(=O)N2CCN(C)C)cc1 (stereo unspecified)
19: O=C(O)C1CSC(c2coc3ccccc3c2=O)N1 (stereo unspecified)
20: CCN(CC)C(=O)[C@H]1C[C@H](CC(=O)NCCN2CCOCC2)C(=O)N2CCc3c([nH]c4cc(-c5ccco5)ccc34)[C@]12C
21: c1ccc(CSc2nnc3ccc(-c4cccs4)nn23)nc1
22: CCN1CCN(c2ccc(NC(=O)CCc3c(C)nc4c(-c5ccc(F)cc5)c(C)nn4c3C)cc2)CC1
23: CC(=O)N1CCN(S(=O)(=O)c2cccc(C(=O)Nc3cc(C(F)(F)F)ccc3N3CCOCC3)c2)CC1
24: Cc1cccc(OCCC(=O)Nc2ccc(F)c(Cl)c2)c1
entry no.,17,18,19,20,21,22,23,24
HIF-2a inh,0,-3,-3,-3,-51,22,6,-29
Peg3 prom inh,-9,-1,4,-22,-37,33,-16,5
iPSC survival up,-2.2,3.5,0.7,3.9,-0.6,-3.5,-0.2,0.4
NR2E3 ag-1,-17,-15,-23,-4,-16,-13,-10,21
PDI inh,-8,2,9,7,4,7,-1,-11
HTR2A ag,3,1,5,-3,2,-4,3,-2
NR2E3 ag-2,2,2,3,x,-1,-2,1,2
TRPM1 prom inh,5,3,12,-13,-14,32,1,-2
Shn3 inh set2,12,-10,6,-30,-63,8,-8,-15
H9c2 protect,1,1,4,10,9,15,1,-16
CaV13 FRET inh,-4,x,-3,-6,-2,-4,-3,-3

Two compounds picked at random from those above, as already listed:
23: CC(=O)N1CCN(S(=O)(=O)c2cccc(C(=O)Nc3cc(C(F)(F)F)ccc3N3CCOCC3)c2)CC1
18: C=CCOc1ccc(C2/C(=C(\O)c3c(C)[nH]c(C(=O)OC)c3C)C(=O)C(=O)N2CCN(C)C)cc1 (stereo unspecified)
entry no.,23,18
HIF-2a inh,6,-3
Peg3 prom inh,-16,-1
iPSC survival up,-0.2,3.5
NR2E3 ag-1,-10,-15
PDI inh,-1,2
HTR2A ag,3,1
NR2E3 ag-2,1,2
TRPM1 prom inh,1,3
Shn3 inh set2,-8,-10
H9c2 protect,1,1
CaV13 FRET inh,-3,x

(list continues)
25: Cc1ccccc1OCC(=O)N1N=C(c2cccnc2)CC1(O)C(F)(F)F (stereo unspecified)
26: CSc1ccccc1-c1nc(-c2ccncc2)no1
27: Cc1cccc(CCNC(=O)c2cccc3c2C(=O)N(C2CCCCC2)C3)c1
28: CCOc1ccc2oc(C(=O)Nc3cc(C)ccn3)c(C)c2c1
29: c1csc(CNc2nc(Oc3ccncc3)c3sccc3n2)c1
30: CCOC(=O)C1=C[C@@H](C(C)(C)C)N(S(=O)(=O)c2ccc(C)cc2)[C@H]1c1cccc(Cl)c1
31: COc1c(C)cc(C(O)c2ncc(-c3cccc4ccccc34)[nH]2)cc1C (stereo unspecified)
32: COc1ccc(-c2csc(NC(=O)CC(NC(C)=O)c3ccccc3)n2)cc1OC (stereo unspecified)
entry no.,25,26,27,28,29,30,31,32
HIF-2a inh,10,-290,11,-190,5,5,7,15
Peg3 prom inh,1,-273,11,-220,2,-3,32,6
iPSC survival up,1.2,-0.8,2.4,-0.4,0.0,-1.5,2.9,-0.3
NR2E3 ag-1,-24,-140,-28,-206,8,45,-17,-28
PDI inh,7,0,1,-3,-1,x,16,3
HTR2A ag,2,3,-5,-5,2,-1,-3,1
NR2E3 ag-2,2,4,3,1,x,x,x,x
TRPM1 prom inh,-1,-67,11,-106,x,x,x,16
Shn3 inh set2,-15,-61,10,-108,-17,33,7,9
H9c2 protect,-1,-5,-1,-17,7,-8,-5,4
CaV13 FRET inh,-3,-7,-15,-5,-5,-7,-4,-10

33: O=C(COc1coc(CN2CCN(c3ccccc3)CC2)cc1=O)NCC1CCCO1 (stereo unspecified)
34: CN(C)CCOC(C1CCCCC1)C1CCCCC1
35: O=C(O)c1cccnc1Nc1ccc(Cl)cc1
36: CCN1C(=O)[C@H]2[C@@H](c3ccc(C)cc3)N3C(=O)N(c4cccc(F)c4)C(=O)[C@@]3(C)[C@H]2C1=O
37: Cn1c(=O)[nH]c(=O)c2c1nc(Br)n2CC(O)c1ccccc1 (stereo unspecified)
38: Cc1ccc(CCNc2ncnc(Cl)c2N)cc1
39: Cc1cc(C)c(S(=O)(=O)N2CCCCC2)cc1N(C)S(=O)(=O)c1ccc(Cl)cc1
40: CC(=O)/C=C1\SC(CC(=O)O)C(=O)N1c1ccccc1 (stereo unspecified)
entry no.,33,34,35,36,37,38,39,40
HIF-2a inh,4,15,-137,3,10,-218,22,9
Peg3 prom inh,-5,-2,-70,-8,17,-253,98*,-10
iPSC survival up,0.3,-4.6,1.1,-2.4,-0.1,-1.8,-3.2,4.1
NR2E3 ag-1,-12,29,-70,-15,-18,78*,-14,-1
PDI inh,5,0,4,-11,8,9,12,-3
HTR2A ag,-6,0,2,2,4,3,1,2
NR2E3 ag-2,-5,0,5,2,1,x,-2,-2
TRPM1 prom inh,-7,-18,-14,0,-2,-19,-12,-3
Shn3 inh set2,4,2,55,-14,1,41,-2,3
H9c2 protect,11,4,-2,5,14,-23,4,10
CaV13 FRET inh,-6,-7,-1,-6,0,-9,-3,x

41: CC(=O)C(Sc1nc(N(C)C)nc(N(C)C)n1)C(=O)Nc1ccccc1 (stereo unspecified)
42: COCCn1c(SCC(=O)Nc2ccc3c(c2)OCCO3)nnc1-c1ccncc1
43: CC(C)C(NC(=O)c1ccc(C(C)(C)C)cc1)C(=O)NCC1(N(C)C)CCCCC1 (stereo unspecified)
44: COc1cc(C2C(C(=O)OC(C)C)=C(C)Nc3ncnn32)cc(OC)c1OC (stereo unspecified)
45: CC(C)=C1C2CCC1C(C(=O)Nc1cc(C)cc(C)c1)C2C(=O)O (stereo unspecified)
46: C=CCNC(=O)c1ccc2c(=O)n(CCCN3CCCC3=O)c(=S)[nH]c2c1
47: COC(=O)c1c(NC(=O)c2cccnc2Cl)sc(C(=O)N(C)C)c1C
48: COc1ccc(-c2nnc(SCC(=O)Nc3ccc(C(=O)O)cc3)n2-c2ccc(Cl)cc2)cc1
49: CCCC(=O)Nc1cc(S(=O)(=O)N(CC)CC)ccc1Cl
50: O=C(/C=C/NNC(=O)c1ccccc1O)c1ccccc1
51: COc1ccc(-n2c(Cn3c(=O)sc4ccccc43)nnc2SC)cc1
entry no.,41,42,43,44,45,46,47,48,49,50,51
HIF-2a inh,8,6,22,15,4,9,10,-20,17,-42,10
Peg3 prom inh,21,17,-15,16,11,6,14,-18,7,-9,-6
iPSC survival up,-0.7,-1.6,-0.4,0.2,1.2,-0.8,2.9,-0.1,0.1,-0.7,-4.3
NR2E3 ag-1,-10,-24,-24,-8,6,-23,-1,-12,7,-30,4
PDI inh,-1,1,5,x,-2,-1,3,-5,-4,5,x
HTR2A ag,-4,1,-8,5,2,8,0,-1,-1,-2,0
NR2E3 ag-2,2,x,3,-5,-5,-1,2,x,3,1,3
TRPM1 prom inh,0,-7,-13,-10,-7,3,2,-2,-6,-2,-13
Shn3 inh set2,16,-14,1,0,6,-1,-3,3,4,-19,-2
H9c2 protect,-6,3,0,9,-3,3,6,1,1,16,1
CaV13 FRET inh,-4,-6,-2,-6,0,-2,-4,-7,-3,-4,-2
